HepG2 viability: HepG2 cytotoxicity, counter-screen for TGF-b inhibitors. AID 588856. 410,000 compounds, 0.76% hits. Potency, µM (highest dose often 46.1 µM), for the others: top-dose activity change, negative = cytotoxicity, actives largely listed as cytotoxic. HepG2 CAGA-GFP viability, ATP luminescence, 18 h; also: some results filed as inactive show a strong effect at the top dose
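HepG2 CAGA-GFP cells (1000/well, DMEM with 1% FBS) received compound, then TGF-beta at 500 pg/mL final, and were incubated 18 hours at 37 degrees C. Viability was read by CellTiter-Glo luminescence. Media-only wells were set as complete cell-killing and DMSO as no toxicity.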
Nrf2 block: blocks Nrf2 signaling. A549 ARE-Fluc reporter, luciferase luminescence, 18-24 h. Potency, µM (doses to about 46 µM), for the others: at the top dose activity change, negative = inhibition, actives largely listed as inhibitors. 360,000 compounds, 2.1% hits. AID 504444; also: % is scaled to controls: 0 for no effect and ±100 for the full control effect; nearly all actives have a fitted effect of over 60% in size
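Cells were seeded and rested 2 h, then exposed to compounds for 18-24 h. CellTiter-Fluor was read first as a viability measure. BugLite was added 15 min before the final luminescent read of ARE-luciferase activity in A549 cells.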
MCF10A rereplic: DNA re-replication induction in MCF 10a cells; Potency, µM (series often up to 46.1 µM), for the others: top-dose activity, positive = re-replication, most hits filed as activators; AID 624296; 350,000 compounds, 2.9% hits; MCF 10A DNA re-replication, Hoechst nuclear intensity, 48 h; also: % of control where 0% means no effect; nearly all actives have a fitted effect of over 50% in size
A549 viability: A549 cytotoxicity, counter-screen for Nrf2 inhibitors; Potency, µM (top dose mostly 46 µM), for inactives: at the top dose activity change, negative = cytotoxicity, actives largely listed as inhibitors; 390,000 compounds, 0.16% hits; AID 504648; A549 ARE-Fluc cells, CellTiter-Fluor viability, 18-24 h; also: % is scaled to controls: 0 for no effect and ±100 for the full control effect
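A549 ARE_Fluc cells in 5% FBS OPTI-MEM were exposed to compounds in concentration-response for 18-24 h at 37 deg C. Viability was read by CellTiter-Fluor fluorescence (Ex 405/Em 525) after 30 min, before the luciferase read.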
S2 tox: cell viability loss in ATXN counter-screen; S2 cells (HEK-293 line with an ATXN2-luciferase reporter) viability, CellTiter-Fluor protease fluorescence, 24 h; Potency, µM (titrated, usually from 56.7 µM), most hits filed as cytotoxic; 400,000 compounds, 0.49% hits; also: nearly all actives have a fitted effect of over 40% in size
EPAC2 antag: antagonists of human EPAC2; Q8WZA2; EPAC2 GEF exchange of Rap1B-BODIPY-GDP, fluorescence; Potency, µM (top dose mostly 114 µM), inactives show at the highest dose activity, negative = inhibition, hits mostly inhibitors; 360,000 compounds, 0.18% hits; AID 720708; also: % is scaled to controls: 0 for no effect and ±100 for the full control effect; nearly all actives have a fitted effect of over 45% in size; many of its hits are not listed in these tables
Target sequence (Q8WZA2 whole entry, looked up): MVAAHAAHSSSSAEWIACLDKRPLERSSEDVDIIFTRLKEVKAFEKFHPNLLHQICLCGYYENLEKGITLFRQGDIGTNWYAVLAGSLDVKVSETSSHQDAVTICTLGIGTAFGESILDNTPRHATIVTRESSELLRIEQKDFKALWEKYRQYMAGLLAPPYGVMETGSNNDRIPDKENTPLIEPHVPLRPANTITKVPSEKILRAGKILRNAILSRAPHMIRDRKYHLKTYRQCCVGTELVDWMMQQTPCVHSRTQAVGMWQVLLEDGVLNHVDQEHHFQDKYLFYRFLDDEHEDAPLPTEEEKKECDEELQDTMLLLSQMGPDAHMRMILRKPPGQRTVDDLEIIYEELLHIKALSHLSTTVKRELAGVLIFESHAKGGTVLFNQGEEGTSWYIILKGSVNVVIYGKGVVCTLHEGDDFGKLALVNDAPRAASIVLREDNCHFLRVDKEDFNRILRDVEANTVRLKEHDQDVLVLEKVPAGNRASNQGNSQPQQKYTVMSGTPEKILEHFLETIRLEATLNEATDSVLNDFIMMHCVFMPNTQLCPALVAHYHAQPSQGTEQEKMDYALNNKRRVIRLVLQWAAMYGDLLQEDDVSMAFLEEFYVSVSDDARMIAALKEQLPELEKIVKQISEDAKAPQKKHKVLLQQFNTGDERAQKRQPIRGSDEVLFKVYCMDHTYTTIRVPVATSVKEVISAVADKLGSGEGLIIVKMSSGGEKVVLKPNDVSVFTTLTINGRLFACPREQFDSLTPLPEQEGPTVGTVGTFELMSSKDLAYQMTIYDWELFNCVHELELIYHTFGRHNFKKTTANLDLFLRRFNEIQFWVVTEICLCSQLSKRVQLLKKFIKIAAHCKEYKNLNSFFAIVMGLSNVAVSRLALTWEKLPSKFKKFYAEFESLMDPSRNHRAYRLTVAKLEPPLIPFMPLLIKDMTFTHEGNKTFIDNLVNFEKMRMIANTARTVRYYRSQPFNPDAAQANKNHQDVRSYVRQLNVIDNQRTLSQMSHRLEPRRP
Nrf2 activator: activates Nrf2 signaling; 410,000 compounds, 0.31% hits; AREc32 ARE-luciferase reporter (MCF7-derived line), luminescence, 24 h; Potency, µM (highest dose often 46.1 µM), for the others: at the highest dose activation, usual class: activators; also: % of control where 0% means no effect; nearly all actives have a fitted effect of over 65% in size
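Luciferase luminescence (Steady-Glo, 30 min at room temperature) served as the read-out of ARE activation in AREc32 cells treated with compounds for 24 hr at 37 deg C.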
ATXN2 expr inh: ATXN2 expression inhibition | HEK-293 ATXN2-luciferase reporter, luminescence, 24 h | Potency, µM (top dose mostly 57 µM), without a hit: at the highest dose activity change, negative = inhibition, usual class: inhibitors | 360,000 compounds, 0.72% hits | AID 1745845; also: % is scaled to controls: 0 for no effect and ±100 for the full control effect; nearly all actives have a fitted effect of over 55% in size
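qHTS (up to 57 uM final) was run with 24 h compound exposure of reporter cells at 37 °C. Each well was multiplexed: SteadyGlo luminescence measured ATXN2-luciferase expression after a fluorogenic Gly-Phe-AFC viability readout (25 uM final).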
TGFb SMAD3 inh: blocks TGF-b signaling; HepG2 CAGA-GFP TGF-b/SMAD3 reporter, GFP fluorescence, 18 h; TGF-beta stimulated, 500 pg/mL final; Potency, µM (top dose mostly 46.1 µM), for inactives: top-dose activity, negative = inhibition, hits mostly inhibitors; 410,000 compounds, 1.2% hits; AID 588855; also: % is scaled to controls: 0 for no effect and ±100 for the full control effect; nearly all actives have a fitted effect of over 65% in size
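Read-out: total well GFP (ex488/em500-530) summed from mean per-cell fluorescence. Cells: HEPG2 CAGA-GFP, 1% FBS DMEM, 18 h at 37 degrees C with 500 pg/mL final TGF-beta. Unstimulated wells served as the full-inhibition control; stimulated DMSO wells = 0%.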
Starred values were filed as active, the others as inactive; i = inactive; u = inconclusive; x = not tested or not shown; & = joins results of further samples; [ ] = dose if it differs, or a comment. Calls follow the shape of the dose curve; as a rule, active = well fitted curve in the direction sought with a large enough effect; inconclusive = small, poorly fitted or top-dose-only effect, or another doubt; inactive = no such curve, though single readings can be large; an effect the other way counts as inactive or inconclusive. Potency is read from the fitted curve at half-maximal effect.

No. | Molecule | HepG2 viability | Nrf2 block | MCF10A rereplic | A549 viability | S2 tox | EPAC2 antag | Nrf2 activator | ATXN2 expr inh | TGFb SMAD3 inh
1 | Cc1ccc(-c2noc(-c3nnn(CC(=O)Nc4cc(C)cc(C)c4)c3N)n2)cc1 | 4% | u | x | 13% | x | x | 3.1% | x | x
2 | CCOCCCN1C(=O)c2[nH]nc(-c3ccccc3O)c2C1c1ccc(CC)cc1 (configuration not stated) | 18µM* | 5% | x | -3% | u | x | -1.2% | 0% | u
3 | CCCCNC(=O)C1(C)CCC(=O)N1CCOC (configuration not stated) | -5% | x | x | x | i | -6% | -0.3% | 9% | -1%
4 | O=C(Cc1n[nH]c(=O)c2ccccc12)Nc1cc(C(F)(F)F)ccc1-n1cncn1 | -6% | -3% | 8% | -9% | i | -5% | 12% | -5% | 1%
5 | Cc1ccc(OCC(=O)Nc2c(C)nn(-c3ccccc3)c2C)c(Br)c1 | -29% | -12% | 20% | 0% | i | -5% | 0.5% | -14% | u
6 | C[C@]12CC(O)C3C(CCC4=CC(=O)CC[C@@]43C)C1CCC2c1csc(-c2ccccc2)n1 (some centres not stated) | -3% | u | 0% | 2% | i | -4% | -0.3% | x | -10%
7 | Cc1cc(OCC(=O)Nc2ccccc2C(N)=O)c2c(C)cc(=O)oc2c1 | -19% | -18% | -9% | -5% | i | 1% | 5.0% | -2% | 3%
8 | CCCCC(c1nnnn1CS(=O)(=O)c1ccc(C)cc1)N1CCC(C(N)=O)CC1 (configuration not stated) | -2% | 3% | -1% | 0% | i | -13% | -0.6% | -4% | 5%
9 | COc1cc(Br)c(C(=O)c2nccc3cc(OC)c(OC)cc23)cc1OC | -1% | u | 2% | -3% | u | -9% | -0.4% | -11% | 0%
10 | CCCCn1c(N)c(N(CC(C)C)C(=O)CSc2n[nH]c(-c3ccc(C)cc3)n2)c(=O)[nH]c1=O | -33% | -8% | -1% | -5% | i | 26% | -0.2% | 10% | -8%
11 | C/C(CC(=O)Nc1ccc(Cl)c(C(F)(F)F)c1)=N\NC(=O)c1cccc(O)c1 | -2% | -17% | 0% | -14% | i | 2% | 1.2% | 0% | -5%
12 | CC1=C(C(=O)Nc2ccccc2C)C(c2ccccn2)n2ncnc2N1 (configuration not stated) | 6% | x | x | 7% | i | x | 0.3% | 15% | 3%
13 | Cc1noc(-c2ccc(-c3noc(-c4cccc(F)c4)n3)cc2)n1 | 2% | x | x | 3% | u | x | -0.8% | -1% | -10%
14 | Cc1ccccc1N1C(=O)C2C3CC(=O)C(c4ccccc43)C2C1=O (configuration not stated) | -85% | 10% | -6% | 5% | i | 10% | -0.7% | 6% | -2%
15 | CCc1ccc(NC(=O)CCNS(=O)(=O)c2cccc3nsnc23)cc1 | -14% | -15% | u | 2% | i | 0% | 0.2% | -5% | -14%
16 | O=C(CC1C(=O)NCCN1Cc1cccc(Oc2ccccc2)c1)NCc1cccnc1 (configuration not stated) | -4% | -5% | 12% | 2% | i | 11% | 0.5% | -15% | 5%
17 | O=C(C(c1ccccc1)c1ccccc1)N1CCN(Cc2ccc(Br)cc2)CC1 | -2% | u | u | -10% | u | -4% | -0.6% | u | 0%
18 | O=C1N(Nc2ccccc2)C(c2ccc(Br)cc2)C12CCCCC2 (configuration not stated) | -1% | u | -176%[0.0737 µM] | -7% | u | 1% | -0.4% | -34% | -13%
19 | CC(=O)c1ccc(NC(=S)Nc2ccc(N3CCOCC3)cc2)cc1 | 0% | u | -5% | -7% | i | 10% | 0.5% | -2% | 19%
20 | Cc1cccc(NC(=O)CC2S/C(=N/c3nccs3)N(C)C2=O)c1 (configuration not stated) | -20% | -15% | 8% | -4% | i | 4% | -0.9% | 2% | 28%
21 | c1ccc(N2CCN(c3ccccc3)C2c2cccs2)cc1 | -15% | u | 1% | 25% | i | 3%[57.1 µM] | 3.2% | 37%[activator] | 1%
22 | COc1ccc(/C(C)=N/Nc2ncc(Cl)cc2Cl)c(O)c1 | -36% | 11% | 16µM* | -1% | i | 5% | u | -10% | -26%
23 | COc1ccc(NC(=O)c2cc(-c3ccc(C)cc3)on2)cc1 | -5% | -5% | 3% | 1% | i | -3% | -0.2% | -3% | 21%
24 | CCCNC(=O)C1CCN(S(=O)(=O)c2ccc(Br)cc2)CC1 | -18% | x | 2% | -4% | i | -1% | 0.3% | -11% | 0%
25 | CCN(C(=O)Nc1ccccc1OC)c1c(N)n(Cc2ccccc2)c(=O)[nH]c1=O | -13% | -6% | -5% | -5% | i | 8% | 0.3% | -8% | -18%
26 | CCN(CC)c1ncn(Cc2c(Cl)cccc2Cl)c2ncnc1-2 | -37% | x | u | 7% | i | -23% | 3.6% | 44%[activator] | 2%
27 | CC(C)(C)c1ccc(C(=O)NNC(=O)c2ccncc2)cc1 | 0% | 1% | 0% | -1% | i | 3% | 0.3% | 13% | -1%
28 | Cc1ccc(C)c(NC(=O)CN2C(=O)COc3ccc(Cl)cc32)c1 | -13% | -7% | x | -4% | i | x | 0.0% | -5% | -19%
29 | Cc1cc(S(=O)(=O)Nc2ccc(C(=O)NCc3cccnc3)cc2)ccc1F | -32% | -5% | 21% | 2% | i | -4% | -0.1% | -10% | 0%
30 | O=C(O)/C=C/C(=O)NC1CCC(CC2CCC(NC(=O)/C=C/C(=O)O)CC2)CC1 (configuration not stated) | 5% | 3% | u | 1% | i | 3% | 0.0% | 10% | 3%
31 | COc1ccc(CCNC(=O)CSc2nc(-c3ccco3)cc(C(F)(F)F)n2)cc1OC | -24% | -7% | 10% | -3% | i | 17% | -1.0% | -17% | -2%
32 | C/C=C\C(=O)Nc1cccc(C2=NOC3(C2)C[C@@H](C(N)=O)N(C(=O)c2ccc(Cl)cc2)C3)c1 (some centres not stated) | 9% | -3% | 22% | 1% | i | 0% | 2.7% | -12% | 13%
33 | Clc1cccc(Cc2c(-c3cccc(Br)c3)nc3ccc(Br)cn23)c1 | -7% | x | x | x | u | -19% | 23% | 26% | u
34 | CCC1(c2ccc(F)cc2)NC(=O)N(CC(=O)c2ccc[nH]2)C1=O (configuration not stated) | -1% | 26% | 2% | 6% | i | 4% | 0.0% | 0% | u
35 | Cc1onc(-c2c(Cl)cccc2Cl)c1CO/N=C(\C#N)c1c(Cl)cccc1Cl | -22% | -22% | 11% | 12% | u | -19% | 2.7% | -26% | u
36 | CCOC(=O)N/N=C/c1ccc(OC)c(O)c1 | -12% | 11% | -3% | -1% | i | 30% | 4.2% | x | -10%
37 | CCOc1ccccc1CNCc1ccc(F)cc1 | 4% | -3% | -9% | -1% | i | -7% | -0.4% | 7% | 0%
38 | Cc1ccc(C2N=C(N)Nc3nc4ccccc4n32)cc1 (configuration not stated) | -3%&2% | -4% | 2% | 2%&-10% | i | -3% | 0.0%&0.8% | -16%&2% | -1%&-13%
39 | COc1ccc(N(CC(=O)N2CCN(Cc3ccccc3)CC2)S(C)(=O)=O)cc1 | -1% | -10% | 4% | 1% | i | -10% | -0.4% | x | -6%
40 | CCOC(=O)C1=C(COC(=O)/C=C/c2cc(Br)ccc2F)NC(=O)NC1C (configuration not stated) | -14% | 6% | 4% | -2% | i | -15% | u | 7% | 1%
41 | COc1ccc(C(=O)NC2CCCCCC2)cc1S(=O)(=O)N1CCCC1 | -3% | -3% | -2% | 2% | i | 4% | 3.4% | x | 7%
42 | CCN1C(=O)[C@@H]2[C@@H]3CN(S(=O)(=O)c4ccc(C)cc4)[C@@H](c4ccccc4F)[C@@H]3C(=O)C[C@@H]2C1=O | -1% | x | x | x | u | -7% | -0.5% | -5% | -3%
43 | Cc1cccc(CN(C)C[C@H]2OCc3cnnn3CCCC(=O)N([C@H](C)CO)C[C@@H]2C)c1 | 4% | x | x | x | i | 4% | -0.1% | 13% | -11%
44 | CN(C)Cc1c(C(=O)N/N=C/c2ccccc2OCc2ccc(F)cc2)nnn1-c1nonc1N | 16% | 3% | 2% | -7% | i | 1% | -0.4% | -14% | 1%
45 | Cc1noc2ncnc(Oc3ccc(Cl)cc3Cl)c12 | -16% | 1% | u | -1% | i | -12% | 21% | -20% | -7%
46 | CCOC(=O)c1cnc(NCc2ccccc2)nc1C | -1% | 1% | 10% | 0% | x | -4% | 0.2% | x | 3%
47 | CCOC(=O)c1cnn(Cc2cccc(Cl)c2)c1C | 2% | u | 2% | -2% | i | -17% | 2.2% | -17% | 7%
48 | COCCn1c(SC2CCOC2=O)nc2ccccc2c1=O (configuration not stated) | -2% | 5% | 27% | 0% | i | 2% | 0.0% | 0% | 3%

Reformatted: results already given
[40] CCOC(=O)C1=C(COC(=O)/C=C/c2cc(Br)ccc2F)NC(=O)NC1C (configuration not stated)
[41] COc1ccc(C(=O)NC2CCCCCC2)cc1S(=O)(=O)N1CCCC1
[42] CCN1C(=O)[C@@H]2[C@@H]3CN(S(=O)(=O)c4ccc(C)cc4)[C@@H](c4ccccc4F)[C@@H]3C(=O)C[C@@H]2C1=O
[43] Cc1cccc(CN(C)C[C@H]2OCc3cnnn3CCCC(=O)N([C@H](C)CO)C[C@@H]2C)c1
[44] CN(C)Cc1c(C(=O)N/N=C/c2ccccc2OCc2ccc(F)cc2)nnn1-c1nonc1N
[45] Cc1noc2ncnc(Oc3ccc(Cl)cc3Cl)c12
[46] CCOC(=O)c1cnc(NCc2ccccc2)nc1C
[47] CCOC(=O)c1cnn(Cc2cccc(Cl)c2)c1C
[48] COCCn1c(SC2CCOC2=O)nc2ccccc2c1=O (configuration not stated)

| Assay by compound | 40 | 41 | 42 | 43 | 44 | 45 | 46 | 47 | 48 |
| --- | --- | --- | --- | --- | --- | --- | --- | --- | --- |
| HepG2 viability | -14% | -3% | -1% | 4% | 16% | -16% | -1% | 2% | -2% |
| Nrf2 block | 6% | -3% | x | x | 3% | 1% | 1% | u | 5% |
| MCF10A rereplic | 4% | -2% | x | x | 2% | u | 10% | 2% | 27% |
| A549 viability | -2% | 2% | x | x | -7% | -1% | 0% | -2% | 0% |
| S2 tox | i | i | u | i | i | i | x | i | i |
| EPAC2 antag | -15% | 4% | -7% | 4% | 1% | -12% | -4% | -17% | 2% |
| Nrf2 activator | u | 3.4% | -0.5% | -0.1% | -0.4% | 21% | 0.2% | 2.2% | 0.0% |
| ATXN2 expr inh | 7% | x | -5% | 13% | -14% | -20% | x | -17% | 0% |
| TGFb SMAD3 inh | 1% | 7% | -3% | -11% | 1% | -7% | 3% | 7% | 3% |

From PubChem

The list is partial (hit frequency here may not be typical).
